Source: PubChem BioAssay (The Scripps Research Institute Molecular Screening Center)
OX1R antag-1: OX1R (HCRTR1) antagonists, primary screen, fluorescence, CHO/OX1R cells, Fluo-8 calcium, orexin A; Orexin/Hypocretin receptor type 1 (Homo sapiens), O43613; Fluo-8 calcium fluorescence; inhibition, % at 5 µM; hit rate 0.43% among 330,000; AID 434989, 2010;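 active = inhibition above its plate's threshold, mean inhibition of all tested compounds on the plate plus 3 SD, cut at about 37% in these data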;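 note: 0% = orexin A challenge wells and 100% = SB-334867-A antagonist wells; not every result past the cut was called active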
Target sequence (O43613 whole entry, looked up): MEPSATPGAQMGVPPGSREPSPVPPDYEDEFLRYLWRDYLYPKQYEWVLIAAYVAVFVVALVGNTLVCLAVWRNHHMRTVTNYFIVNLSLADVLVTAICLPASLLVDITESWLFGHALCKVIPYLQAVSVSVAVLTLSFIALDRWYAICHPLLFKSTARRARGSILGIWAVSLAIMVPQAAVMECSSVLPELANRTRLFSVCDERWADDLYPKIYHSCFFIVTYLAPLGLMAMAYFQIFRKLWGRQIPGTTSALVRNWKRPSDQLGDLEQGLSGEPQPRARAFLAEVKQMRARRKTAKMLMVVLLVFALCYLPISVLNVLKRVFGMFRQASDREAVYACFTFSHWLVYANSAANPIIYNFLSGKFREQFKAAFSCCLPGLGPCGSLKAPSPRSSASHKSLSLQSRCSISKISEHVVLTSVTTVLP
OX1R antag-2: antagonists of human orexin 1 receptor (OX1R). hit rate 1.8% among 330,000. Orexin/Hypocretin receptor type 1 (Homo sapiens), O43613. inhibition, % at 6.6 µM. OX1R-expressing cells, FRET antagonist read-out. AID 485270, 2010; in the data active = inhibition mostly above about 38%, no sharp cut-off; inactive = mostly below about 40%;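 note: 0% = agonist challenge alone and 100% = reference antagonist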
Numbers without * were called inactive. Compounds as they come (roughly 2.1% active in at least one column).

What do the screens show for `CC(C)CCNC(=O)C1CCN(S(=O)(=O)c2ccc(-n3cnnn3)cc2)CC1`?
OX1R antag-1: -26.2; OX1R antag-2: 5.5

How did CC1CC2(CC(C)(C(=O)CSc3nc4ccccc4s3)OC2=O)C(=O)O1 (centres undefined) do in these assays?
OX1R antag-1: -19.9; OX1R antag-2: 10.6

How did COc1cc(C2C(C#N)=C(N)OC3=C2C(=O)CCC3)c([N+](=O)[O-])cc1OC (centres undefined) do in these assays?
OX1R antag-1: -10.9; OX1R antag-2: 20.4

How did COc1ccc(-c2cc(C(=O)NCc3ccco3)no2)cc1OC do in these assays?
OX1R antag-1: -8.8; OX1R antag-2: 25.2

How did COc1ccc(CC(=O)Nc2ccc(C)cc2O)cc1S(=O)(=O)N1CCOCC1 do in these assays?
OX1R antag-1: -8.0; OX1R antag-2: 6.3

What do the screens show for `COc1ccc(-n2cc(-c3ccccc3)c3c(N4CCN(CCO)CC4)ncnc32)cc1`?
OX1R antag-1: -20.7; OX1R antag-2: 5.5

What do the screens show for `Cn1c2ccccc2c2nnc(SCc3ccc4nonc4c3)nc21`?
OX1R antag-1: -14.9; OX1R antag-2: -1.7

How did O=C(COC(=O)CSc1ccc(Cl)cc1)Nc1ccc2[nH]c(=O)[nH]c2c1 do in these assays?
OX1R antag-1: -1.8; OX1R antag-2: 12.9

What do the screens show for `CC1CCc2c(C(=O)Nc3ccc(OC(F)(F)F)cc3)csc2C1` (centres undefined)?
OX1R antag-1: 17.5; OX1R antag-2: 45.5

What do the screens show for `COc1ccc(/C=C2/Sc3ccc(C(=O)NCCCN4CCOCC4)cc3NC2=O)cc1OC`?
OX1R antag-1: -13.8; OX1R antag-2: 10.0

How did COc1ccc(/C=N/Nc2ccccc2C(=O)O)cc1Cn1cc([N+](=O)[O-])cn1 do in these assays?
OX1R antag-1: -15.3; OX1R antag-2: 22.9

What do the screens show for `O=C(N/N=C/c1ccc(OC(=O)c2ccc([N+](=O)[O-])cc2)cc1)c1cccnc1`?
OX1R antag-1: -4.5; OX1R antag-2: 22.5

How did CCN(CC(=O)N1CCC(C)CC1)S(=O)(=O)c1ccc(C)cc1 do in these assays?
OX1R antag-1: -16.2; OX1R antag-2: 12.1

Results for CC(C)CCNC(=O)CCCOc1cc(=O)n(C)c2ccccc12 ?
OX1R antag-1: -15.6; OX1R antag-2: 10.9

What do the screens show for `COc1cc(C(=O)NC(=S)Nc2nc(-c3ccc(F)cc3)cs2)cc(OC)c1OC`?
OX1R antag-1: -20.6; OX1R antag-2: 10.7

How did CCOC(=O)N1CCN(S(=O)(=O)c2ccc3c(c2)SCC(=O)N3)CC1 do in these assays?
OX1R antag-1: -22.2; OX1R antag-2: 8.5

How did Cc1cccc(C(=O)Nc2nnc(S(=O)(=O)N3CCCCCC3)s2)c1 do in these assays?
OX1R antag-1: -12.7; OX1R antag-2: 17.3

Results for Nc1ccc2oc(-c3ccccc3Cl)nc2c1 ?
OX1R antag-1: 10.9; OX1R antag-2: 15.0

Results for Cc1cc2cc(CN(Cc3ccc4c(c3)OCO4)C(=O)c3cnccn3)c3nnnn3c2cc1C ?
OX1R antag-1: -12.7; OX1R antag-2: 13.5

What do the screens show for `CCc1ccc2[nH]c(=O)c(C(c3nnnn3Cc3ccccc3)N3CCOCC3)cc2c1` (centres undefined)?
OX1R antag-1: -29.5; OX1R antag-2: 10.5

What do the screens show for `COc1ccc(NC(=O)CC(C)c2ccccc2)cc1S(=O)(=O)N1CCOCC1` (centres undefined)?
OX1R antag-1: -17.9; OX1R antag-2: 4.1

What do the screens show for `Nc1ccc2c(c1)COC2=O`?
OX1R antag-1: 0.8; OX1R antag-2: 12.3

What do the screens show for `S=C(NCC1CCCCC1)Nc1cccnc1`?
OX1R antag-1: -5.4; OX1R antag-2: -4.0

Results for Cc1cc(OCC(=O)NCCCN2CCCC2=O)c2c(C)cc(=O)oc2c1 ?
OX1R antag-1: 10.4; OX1R antag-2: 17.6

How did O=C(N/C=C/n1cnc2cc(C(F)(F)F)ccc21)c1ccccc1 do in these assays?
OX1R antag-1: -50.5; OX1R antag-2: 26.1

Results for CC(C)OC(=O)c1ccc(NC(=O)CSc2nc3ncccc3[nH]2)cc1 ?
OX1R antag-1: -17.9; OX1R antag-2: 19.5

What do the screens show for `COc1cc2c(cc1OC)C1(Nc3c-2c(-c2ccccc2)nn3-c2ccccc2)C(=O)Nc2ccccc21` (centres undefined)?
OX1R antag-1: -16.4; OX1R antag-2: 24.5

How did CN(C)S(=O)(=O)c1ccc(C(=O)OCC(=O)NCc2ccco2)cc1 do in these assays?
OX1R antag-1: -3.8; OX1R antag-2: 3.4

How did COc1cc(C(=O)NCC(=O)OCC(=O)c2ccc[nH]2)cc(OC)c1OC do in these assays?
OX1R antag-1: -19.0; OX1R antag-2: 29.5

What do the screens show for `COc1cc(-c2nc(-c3ccc(Br)o3)no2)cc(OC)c1OC`?
OX1R antag-1: -40.5; OX1R antag-2: 17.1

What do the screens show for `CCN1C(=O)[C@H]2[C@@H](c3ccc(-c4ccc(OC)cc4)cc3)N3CCCC[C@@]3(C(=O)OC)[C@H]2C1=O`?
OX1R antag-1: -21.0; OX1R antag-2: 10.7

What do the screens show for `O=C(NNC(=S)Nc1ccccc1C(F)(F)F)c1ccc(Br)o1`?
OX1R antag-1: -6.7; OX1R antag-2: 21.6

What do the screens show for `CC1CCCCC1NC(=O)CN1C(=O)c2ccccc2S1(=O)=O` (centres undefined)?
OX1R antag-1: -8.4; OX1R antag-2: 4.1

What do the screens show for `S=c1[nH]cc(-c2ccc(Cl)cc2)n1Cc1ccccc1`?
OX1R antag-1: -21.6; OX1R antag-2: 10.3

What do the screens show for `Cc1cc(C)c(NC(=O)CN(C)C(=O)CNC(=O)c2cccs2)c(C)c1`?
OX1R antag-1: 0.1; OX1R antag-2: 5.7

What do the screens show for `Cc1ccc(S(=O)(=O)NNC(=S)Nc2cccc(C)c2C)cc1`?
OX1R antag-1: 8.0; OX1R antag-2: 8.7

How did O=C(NCC1CC1)c1cc(-c2ccccc2)nn1CC1CC(c2cccnc2)=NO1 (centres undefined) do in these assays?
OX1R antag-1: -25.3; OX1R antag-2: 21.9

Results for Cc1cc(/C=C2\SC(N)=NC2=O)c(C)n1-c1ccc(F)cc1 ?
OX1R antag-1: -10.3; OX1R antag-2: 15.9

How did CCCCn1c(N)c(N(CCOC)C(=O)C2CCN(C(=O)c3ccc(F)cc3)CC2)c(=O)[nH]c1=O do in these assays?
OX1R antag-1: -6.9; OX1R antag-2: 1.9

Results for O=C(c1cc(S(=O)(=O)NCc2ccco2)ccc1Br)N1CCOCC1 ?
OX1R antag-1: -11.3; OX1R antag-2: 1.1

Results for CCOC(=O)c1cnc2oc3ccccc3n2c1=O ?
OX1R antag-1: -24.0; OX1R antag-2: -6.2

Results for COc1ccc(NC2=C(C(C)=O)C(c3ccccc3)C(C(C)=O)C(C)(O)C2)cc1 (centres undefined) ?
OX1R antag-1: -13.6; OX1R antag-2: 11.3

What do the screens show for `CC(C)CC(=O)NC(=S)Nc1ccc(N2CCCC2)c(Cl)c1`?
OX1R antag-1: -16.3; OX1R antag-2: 6.3

Results for O=C(CSc1cccc[n+]1[O-])Nc1cccc(Oc2ccccc2)c1 ?
OX1R antag-1: -14.6; OX1R antag-2: 11.8

Results for CCOC(=O)C1=C(c2ccccc2)NC(=O)NC1c1ccc(OC)c(OC)c1 (centres undefined) ?
OX1R antag-1: -19.6; OX1R antag-2: 6.4

What do the screens show for `CCOC(=O)C1=NOC(CNc2ncc(C(F)(F)F)cc2Cl)C1` (centres undefined)?
OX1R antag-1: -16.7; OX1R antag-2: 14.9

Results for COC(=O)c1c(NC(=O)c2cccc(S(=O)(=O)N3CCN(C)CC3)c2)sc(C)c1C ?
OX1R antag-1: -25.7; OX1R antag-2: 4.4

How did O=C(COC(=O)c1cc([N+](=O)[O-])ccc1N1CCOCC1)Nc1c(Cl)cccc1Cl do in these assays?
OX1R antag-1: -26.6; OX1R antag-2: 53.7*

What do the screens show for `CNS(=O)(=O)c1ccc(C(=O)NCC(=O)NCC2COc3ccccc3O2)cc1` (centres undefined)?
OX1R antag-1: -10.1; OX1R antag-2: -0.2

Results for O=c1c2ccccc2nc2n1-c1ccccc1CCC2 ?
OX1R antag-1: 4.9; OX1R antag-2: 6.8

What do the screens show for `CCC(C)NC(=O)CSc1n[nH]c(-c2cc(Cl)ccc2OC)n1` (centres undefined)?
OX1R antag-1: -10.6; OX1R antag-2: 19.1

Results for S=c1nc(-c2ccccc2)c(-c2ccccc2)n[nH]1 ?
OX1R antag-1: -16.7; OX1R antag-2: 2.0

How did Cc1ccc(-n2cc(C(=O)O)c(=O)cc2C)c(C)c1 do in these assays?
OX1R antag-1: -1.8; OX1R antag-2: 9.6

What do the screens show for `O=C(NCCCN1CCOCC1)c1ccc(-c2ccc(Cl)cc2)o1`?
OX1R antag-1: -24.6; OX1R antag-2: 12.0

What do the screens show for `COc1cccc(NC(=O)c2cc3ccccc3o/c2=N\O)c1`?
OX1R antag-1: -24.2; OX1R antag-2: 23.6

Results for COCCNC(=O)c1onc(CSc2ccc(F)c(F)c2)c1C(=O)O ?
OX1R antag-1: -2.5; OX1R antag-2: 32.6

How did COc1ccccc1CCC(=O)Nc1ccc2c(c1)CN(CCCn1cccn1)CC2 do in these assays?
OX1R antag-1: -10.9; OX1R antag-2: 44.0

Results for COc1ccc(C(=O)N/C(=C\c2ccccc2)C(=O)NC(CCSC)C(=O)O)cc1 (centres undefined) ?
OX1R antag-1: -9.8; OX1R antag-2: 20.1

How did CCNC(=S)N(CCc1c(C)[nH]c2ccc(C)cc12)Cc1cccs1 do in these assays?
OX1R antag-1: 1.7; OX1R antag-2: 11.8

How did Cc1cc(N/N=C/c2ccc(O)cc2O)nc(N2CCOCC2)n1 do in these assays?
OX1R antag-1: -15.9; OX1R antag-2: 14.4

Results for COc1cccc(C(=O)O/N=C(\N)c2ccc(C)cc2)c1 ?
OX1R antag-1: -5.7; OX1R antag-2: 8.3

Results for NS(=O)(=O)c1ccc(NC(=S)N2CCC(Cc3ccccc3)CC2)cc1 ?
OX1R antag-1: 14.5; OX1R antag-2: 0.7

Results for Cc1nn(CCCC(=O)Nc2cc(Oc3ccccc3)cc([N+](=O)[O-])c2)c(C)c1[N+](=O)[O-] ?
OX1R antag-1: 13.3; OX1R antag-2: 38.0

What do the screens show for `CC(C)[C@H](NC(=O)N1c2ccccc2NC(=O)[C@@H]1C(C)C)C(=O)N[C@@H](Cc1ccccc1)C(=O)O`?
OX1R antag-1: 4.4; OX1R antag-2: 1.3

How did COc1ccccc1NC(=O)c1ccc2c(c1)OCO2 do in these assays?
OX1R antag-1: -4.0; OX1R antag-2: 1.6

How did O=C(COC(=O)c1ccc2c(c1)OCCO2)Nc1cc(S(=O)(=O)N2CCOCC2)ccc1Cl do in these assays?
OX1R antag-1: -44.5; OX1R antag-2: 12.5

How did O=C(NCC1(N2CCOCC2)CCCCC1)c1cccc(S(=O)(=O)Nc2ccc(F)cc2)c1 do in these assays?
OX1R antag-1: -18.8; OX1R antag-2: 14.7

How did O=C(CN1CCN(Cc2ccccc2Cl)CC1)N/N=C/c1cccs1 do in these assays?
OX1R antag-1: -20.2; OX1R antag-2: 3.4

What do the screens show for `O=[N+]([O-])c1ccccc1NC(=S)N/N=C/c1ccc(O)c(O)c1`?
OX1R antag-1: -12.1; OX1R antag-2: 16.2

How did O=Cc1c(N2CCC3(CC2)OCCO3)nc2ccccn2c1=O do in these assays?
OX1R antag-1: -12.1; OX1R antag-2: 13.4

Results for COc1ccc(CNC(=O)c2cc3cccc(O)c3oc2=N)cc1 ?
OX1R antag-1: -2.7; OX1R antag-2: 36.1

How did O=C(COC(=O)CCc1ccc(S(=O)(=O)N2CCOCC2)cc1)NCc1ccccc1Cl do in these assays?
OX1R antag-1: -4.8; OX1R antag-2: 23.0

What do the screens show for `Cc1cc(/C=C(\C#N)C(N)=O)c(C)n1-c1ccc(N2CCOCC2)c([N+](=O)[O-])c1`?
OX1R antag-1: -19.3; OX1R antag-2: 39.6

How did CCOC(=O)c1oc2ccccc2c1COC(=O)CNC(=O)c1ccccc1OC do in these assays?
OX1R antag-1: -6.5; OX1R antag-2: 67.6*

How did CC(=O)Nc1cc(C(=O)OCC(=O)c2ccc(Cl)cc2Cl)ccc1C do in these assays?
OX1R antag-1: -19.8; OX1R antag-2: -0.2

How did CN1CCCC1CCNc1ccc2oc3ccccc3c(=O)c2c1 (centres undefined) do in these assays?
OX1R antag-1: -24.0; OX1R antag-2: 13.0

Some of these compounds in order of length of the SMILES, high to low:
Results for Cc1nn(CCCC(=O)Nc2cc(Oc3ccccc3)cc([N+](=O)[O-])c2)c(C)c1[N+](=O)[O-] ?
OX1R antag-1: 13.3; OX1R antag-2: 38.0

How did O=C(NCC1(N2CCOCC2)CCCCC1)c1cccc(S(=O)(=O)Nc2ccc(F)cc2)c1 do in these assays?
OX1R antag-1: -18.8; OX1R antag-2: 14.7

What do the screens show for `O=[N+]([O-])c1ccccc1NC(=S)N/N=C/c1ccc(O)c(O)c1`?
OX1R antag-1: -12.1; OX1R antag-2: 16.2

How did O=C(CN1CCN(Cc2ccccc2Cl)CC1)N/N=C/c1cccs1 do in these assays?
OX1R antag-1: -20.2; OX1R antag-2: 3.4

Results for COc1ccc(CNC(=O)c2cc3cccc(O)c3oc2=N)cc1 ?
OX1R antag-1: -2.7; OX1R antag-2: 36.1

Results for COc1cccc(C(=O)O/N=C(\N)c2ccc(C)cc2)c1 ?
OX1R antag-1: -5.7; OX1R antag-2: 8.3

How did COc1ccccc1NC(=O)c1ccc2c(c1)OCO2 do in these assays?
OX1R antag-1: -4.0; OX1R antag-2: 1.6
